Source: PubChem BioAssay
JMJD2A Tudor – qHTS Assay for Inhibitors of JMJD2A-Tudor Domain; AlphaScreen JMJD2A-Tudor / H3K4me3 peptide binding; Lysine-specific demethylase 4A (Homo sapiens), O75164; AID 504339, 2011; Potency, µM (top dose mostly 114 µM), inactives show at the highest dose activity change, negative = inhibition, hits mostly inhibitors; hit rate 4.4% among 390,000; note: % is set by controls: 0 for no effect and ±100 for the full control effect; nearly all actives have a fitted effect of over 50% in size
BLM helicase inh – qHTS Assay for Inhibitors of Bloom's syndrome helicase (BLM) | RecQ-like DNA helicase BLM (Homo sapiens), P54132 | recombinant BLM DNA unwinding, fluorescence dequenching | Potency, µM (highest dose often 56.1 µM), inactives show at the top dose activity change, negative = inhibition, actives largely listed as inhibitors | hit rate 0.2% among 350,000 | AID 2528, 2010;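 note: plate controls were vehicle for no effect and no enzyme for full effect; nearly all actives have a fitted effect of over 35% in size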
Target sequence (P54132 whole entry, looked up): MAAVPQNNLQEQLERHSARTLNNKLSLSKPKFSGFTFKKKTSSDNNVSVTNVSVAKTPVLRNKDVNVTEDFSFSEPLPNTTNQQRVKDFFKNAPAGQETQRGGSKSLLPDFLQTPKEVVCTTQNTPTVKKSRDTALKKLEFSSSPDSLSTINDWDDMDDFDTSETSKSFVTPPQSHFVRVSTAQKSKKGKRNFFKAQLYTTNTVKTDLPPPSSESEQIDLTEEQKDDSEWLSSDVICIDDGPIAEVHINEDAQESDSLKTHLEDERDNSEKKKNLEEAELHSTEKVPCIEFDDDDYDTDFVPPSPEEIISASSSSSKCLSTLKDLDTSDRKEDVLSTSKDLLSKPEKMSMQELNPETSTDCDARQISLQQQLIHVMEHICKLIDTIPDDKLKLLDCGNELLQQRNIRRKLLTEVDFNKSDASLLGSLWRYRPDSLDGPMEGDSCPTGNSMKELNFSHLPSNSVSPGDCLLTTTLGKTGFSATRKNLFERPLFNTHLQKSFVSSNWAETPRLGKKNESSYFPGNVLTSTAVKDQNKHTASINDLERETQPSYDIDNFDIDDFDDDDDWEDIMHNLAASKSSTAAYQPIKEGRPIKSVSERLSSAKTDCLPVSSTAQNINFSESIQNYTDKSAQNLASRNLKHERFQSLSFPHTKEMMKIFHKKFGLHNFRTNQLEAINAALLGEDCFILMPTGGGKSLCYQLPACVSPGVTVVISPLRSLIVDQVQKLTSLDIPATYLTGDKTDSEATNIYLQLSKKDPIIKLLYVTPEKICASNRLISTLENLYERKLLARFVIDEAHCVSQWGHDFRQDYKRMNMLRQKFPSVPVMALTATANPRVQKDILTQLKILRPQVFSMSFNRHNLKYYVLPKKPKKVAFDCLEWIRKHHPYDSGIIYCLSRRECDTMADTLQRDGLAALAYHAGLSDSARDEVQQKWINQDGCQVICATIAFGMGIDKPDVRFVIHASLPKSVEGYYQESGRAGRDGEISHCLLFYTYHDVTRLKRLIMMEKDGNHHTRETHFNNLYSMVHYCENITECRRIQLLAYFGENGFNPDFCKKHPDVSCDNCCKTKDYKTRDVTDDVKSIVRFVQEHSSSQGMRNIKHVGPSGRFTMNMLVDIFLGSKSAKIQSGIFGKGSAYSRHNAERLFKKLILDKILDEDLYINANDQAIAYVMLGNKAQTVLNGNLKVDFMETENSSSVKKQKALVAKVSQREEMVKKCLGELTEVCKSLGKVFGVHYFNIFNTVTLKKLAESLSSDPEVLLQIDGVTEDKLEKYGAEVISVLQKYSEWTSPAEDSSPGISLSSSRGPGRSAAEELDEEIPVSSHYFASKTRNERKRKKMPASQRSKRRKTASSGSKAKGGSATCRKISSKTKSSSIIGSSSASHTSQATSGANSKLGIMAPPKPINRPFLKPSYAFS
BAZ2B block – qHTS Assay for Inhibitors of BAZ2B. Bromodomain adjacent to zinc finger domain protein 2B (Homo sapiens), Q9UIF8. hit rate 4.4% among 360,000. Potency, µM (doses to about 114 µM), without a hit: at the highest dose activity change, negative = inhibition, hits mostly inhibitors. AID 504333, 2011. AlphaScreen BAZ2B-H3K14Ac peptide displacement; note: % is set by controls: 0 for no effect and ±100 for the full control effect; nearly all actives have a fitted effect of over 60% in size
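BAZ2B 50 nM plus b-H3(5-23)K14Ac 50 nM, PBS pH 7.4/0.01% Tween-20, 30 min RT; compound added (max 110 uM), 30 min RT; streptavidin donor/Ni-chelate acceptor beads 10 ug/mL final, 20 min dark; AlphaScreen read.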
GLS inh – qHTS for Inhibitors of Glutaminase (GLS); Glutaminase kidney isoform, mitochondrial (Homo sapiens), O94925; GLS enzymatic activity, qHTS titration; Potency, µM (top dose mostly 45.5 µM), inactives show at the top dose activity change, negative = inhibition, usual class: inhibitors; hit rate 0.21% among 410,000; note: % is set by controls: 0 for no effect and ±100 for the full control effect
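Read-out is an Amplex red fluorescence increase coupled through glutamate oxidase and HRP, measured before and after 30 min room-temperature incubation. hKGA is in 45 mM KH2PO4 (pH 8.2) with 0.02% Tween-20; glutamine added as 1mM solution.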
Pin1 inh – qHTS Assay to Find Inhibitors of Pin1 | Pin1 FP peptide displacement, HiFluor488, 10 min | Potency, µM (doses to about 115 µM), inactives show at the top dose activity, negative = inhibition, hits mostly inhibitors | hit rate 0.009% among 390,000; active = well fitted inhibition curve with a large enough effect in the polarisation, with a control signal flat, not every such curve was filed as active; inconclusive = small, poorly fitted or top-dose-only effect, or effect the other way, or a change in a side signal; inactive = no such curve, though single readings can be large or run the other way; the % refers to the polarisation; note: % is set by controls: 0 for no effect and ±100 for the full control effect
Tb PGK inh – qHTS Assay to Find Inhibitors of Phosphoglycerate Kinase; Phosphoglycerate kinase, glycosomal (Trypanosoma brucei brucei), P07378; PGK/GAPDH coupled, Kinase-Glo luminescence, 60 min; Potency, µM (series often up to 57.5 µM), without a hit: at the top dose activity change, negative = inhibition, most hits filed as inhibitors; hit rate 0.043% among 380,000; note: % is set by controls: 0 for no effect and ±100 for the full control effect; nearly all actives have a fitted effect of over 60% in size
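Luminescent ATP detection (Kinase-Glo Plus) follows a 60-minute room-temperature incubation, with wells lacking PGK as controls. Buffer: 100 mM TEA (pH 7.6), 5 mM MgCl2, 0.01% Tween-20. Coupling enzyme GAPDH (100 nM final) supplies unstable 1,3-BPG in-well.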
POLI inh – qHTS for Inhibitors of Polymerase Iota; AID 588590, 2011; DNA polymerase iota (Homo sapiens), Q9UNA4; Potency, µM (top dose mostly 115 µM), for inactives: at the highest dose activity, negative = inhibition, most hits filed as inhibitors; Pol iota fluorescent replication assay, 10 min; hit rate 1% among 390,000
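Pol iota at 10 nM preincubated 15 min with compounds at room temperature; reaction started with fluorescent substrate, 50 nM final. Fluorescence read kinetically at 0 and 10 min; buffer-only wells as negative control.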
HP1b chromo inh – HTS for Inhibitors of HP1-beta Chromodomain Interactions with Methylated Histone Tails; Potency, µM (doses to about 114 µM), without a hit: at the top dose activity change, negative = inhibition, hits mostly inhibitors; Chromobox protein homolog 1 (Homo sapiens), P83916; AlphaScreen HP1-beta / biotin-H3K9me3 peptide binding; hit rate 0.56% among 390,000; note: nearly all actives have a fitted effect of over 70% in size; inactives centre near 23
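AlphaScreen: HP1-beta (50 nM) preformed 30 min with biotin-H3(1-18)K9me3 peptide (50 nM) in PBS pH 7.4, 0.01% Tween-20. Compound added for 30 min at RT, then streptavidin donor/nickel chelate acceptor beads (10 ug/mL) for 30 min.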
G9a block – qHTS Assay for Inhibitors of Histone Lysine Methyltransferase G9a | Histone-lysine N-methyltransferase EHMT2 (Homo sapiens), Q96KQ7 | G9a H3K9 monomethylation, AlphaScreen, 2 h | Potency, µM (series often up to 102 µM), inactives show at the highest dose activity, negative = inhibition, hits mostly inhibitors | hit rate 8.8% among 350,000; note: % is set by controls: 0 for no effect and ±100 for the full control effect; nearly all actives have a fitted effect of over 75% in size
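Readings reflect AlphaScreen signal from monomethyl-H3K9 antibody detection. HMT at 20 nM; substrate b-H3K9 500 nM; cofactor SAM 20 uM; 2 h RT reaction; compounds tested as titrations in qHTS with 15 min preincubation.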
An asterisk follows results filed as active; i = inactive; ? = inconclusive; nt = no result given; & = joins results of further samples; [ ] = another dose, or the depositor's remark. Unless noted, calls come from the whole dose curve; as a rule, active = well fitted curve in the direction sought with a large enough effect; inconclusive = small, poorly fitted or top-dose-only effect, or another doubt; inactive = no such curve, though single readings can be large; an effect the other way counts as inactive or inconclusive. Potency is the fitted concentration of half-maximal effect. Only part of the results is shown, so the mix of outcomes need not match the whole.

SMILES	JMJD2A Tudor	BLM helicase inh	BAZ2B block	GLS inh	Pin1 inh	Tb PGK inh	POLI inh	HP1b chromo inh	G9a block
CCOC(=O)c1[nH]cnc1C(=O)Nc1ccc(C)cc1	-16%	-2%	-32%	0%	2%	-9%	57%[activator]	37%	?
C=C(C)COc1ccc2oc(C)c(C(=O)OCCOC)c2c1	101%[activator]	-6%	51%[activator]	0%	-1%	-1%	89µM*	187%	34%[59 µM]
CC1(c2nnc(-c3cccc(Cl)c3)o2)CC(c2cccnc2)=NO1 (stereo unspecified)	-3%	nt	nt	0%	-12%	-10%	-15%	50%[activator]	nt
Cn1nccc1NC(=O)Nc1ccc(Cl)cc1	-4%	-3%	-4%	-1%	4%	-7%	?	42%[activator]	nt
O=C(Nc1nc2ccc(Cl)cc2s1)C1CCCO1 (stereo unspecified)	-9%	1%	-2%	-3%	-5%	-2%	0%	nt	-18%
CCCNC(=O)c1onc(CSc2ccc(F)cc2)c1C(=O)NCCOC	-9%	nt	-3%	3%	0%	-9%	8%	47%[activator]	3%[2.33 µM]
COc1ccc(NS(=O)(=O)c2ccc(S(=O)(=O)N3CCCC3)cc2)cc1Cl	-30%	-4%	-17%	27%	?	-1%	1%	15%	12%[12.7 µM]
Cc1ccc(C(CC(=O)O)C2CCOC(C)(C)C2)cc1 (stereo unspecified)	-16%	-3%	6%	14%	-10%	-6%	36%[activator]	26%	-1%
COc1ccc(CNS(=O)(=O)c2ccc3c(c2)NC(=O)C(C)S3)cc1 (stereo unspecified)	-4%	0%	-5%	0%	0%	-9%	-15%	3%[57 µM]	nt
COc1cc(OC)cc(C(=O)Oc2ccc(/C=N/Nc3nc4ccccc4s3)cc2OC)c1	-29%	0%	-11%	-1%	10%	-3%	0%	1%	28µM*
COc1cccc(/C=C/C(=C2\C(=O)N(c3ccccc3)N=C2C)c2ccc(Br)cc2)c1OC	?	nt	nt	0%	-2%	-5%	?	40µM*	nt
CC1=CC(C)(C)Nc2ccc(Cc3ccc4c(c3)C(C)=CC(C)(C)N4)cc21	18µM*	-18%	14µM*	9%	?	6%	-5%	?	10µM*
CCCCCSc1nc2c(c(=O)[nH]c(=O)n2C)n1CCc1ccccc1	-6%	0%	9%	0%	0%	-4%	1%	18%	?
CC1(C)CC(=O)C(C(C2=C(O)CC(C)(C)CC2=O)c2cccnc2)C(=O)C1 (stereo unspecified)	-17%	-3%	28%	21%	1%	-6%	5%	61%[activator]	50µM*
CC(=O)c1c(C)n(-c2ccc(C)cc2)c2ccc(O)cc12	-2%	-4%	-4%	-9%	8%	-5%	-4%	83%[activator]	8%

Rewritten with two lines to a compound: part of the list above
Value order: JMJD2A Tudor	BLM helicase inh	BAZ2B block	GLS inh	Pin1 inh	Tb PGK inh	POLI inh	HP1b chromo inh	G9a block
> CC1(c2nnc(-c3cccc(Cl)c3)o2)CC(c2cccnc2)=NO1 (stereo unspecified)
    -3%	nt	nt	0%	-12%	-10%	-15%	50%[activator]	nt
> Cn1nccc1NC(=O)Nc1ccc(Cl)cc1
    -4%	-3%	-4%	-1%	4%	-7%	?	42%[activator]	nt
> O=C(Nc1nc2ccc(Cl)cc2s1)C1CCCO1 (stereo unspecified)
    -9%	1%	-2%	-3%	-5%	-2%	0%	nt	-18%

Additional compounds follow:
SMILES	JMJD2A Tudor	BLM helicase inh	BAZ2B block	GLS inh	Pin1 inh	Tb PGK inh	POLI inh	HP1b chromo inh	G9a block
COc1ccccc1Nc1nc(-c2cccc([N+](=O)[O-])c2)cs1	?	2%	?	-8%	?	5%	10%	-14%	?
COc1cccc(NC(=O)CN2C(=O)NC3(CCc4ccccc43)C2=O)c1 (stereo unspecified)	0%	nt	-4%	-25%	-5%	0%	37%[activator]	26%	8%[12.7 µM]
CCCCC(=O)Nc1ccc(C(=O)Nc2ccc(S(=O)(=O)N3CCCC3)cc2)cc1	?	-9%	33%	2%	0%	-7%	?	15%	-13%[12.7 µM]
CN1OC[C@@H]2CN(Cc3cc(Cl)cc(Cl)c3)[C@H](c3cccc(-c4ccccc4)c3)C[C@@H]21	-28%	nt	nt	0%	2%	-3%	43%	-4%	nt
COc1ccccc1N1C(=O)CC(c2ccccc2)CC1=O	-14%	nt	0%	1%	2%	i	-17%	15%	2%[0.501 µM]
COc1ccc(F)cc1S(=O)(=O)n1cnc2ccccc21	-8%	-1%	3%	-2%	-4%	-1%	?	42%[activator]	11%[0.501 µM]
Cn1c(=O)c2c(nc(NCC(O)CO)n2CCc2ccccc2)n(C)c1=O (stereo unspecified)	8%	-2%	3%	23%	-5%	-1%	17%	31%	13%[12.7 µM]
CC1(C)Cc2c(C#N)c(NCCCO)nc(-c3ccccc3)c2CO1	14%	-1%	4%	1%	-1%	i	10%	52%[activator]	5%
CC[C@]12c3[nH]c4ccc(Cl)cc4c3CCN1C(=O)[C@@H](CC(=O)NCc1cccc(C(F)(F)F)c1)C[C@@H]2C(=O)N1CCN(C(=O)C2CC2)CC1	-22%	nt	nt	-4%	2%	-2%	2%	16%	nt
Cc1cc(C)n(CCCNC(=O)c2ccc(C)o2)n1	17%	nt	10%	2%	7%	-6%	-9%	46%[activator]	9%[12.7 µM]
CCN(CC)C(=O)[C@H]1C[C@H](CC(=O)NCCCOC)C(=O)N2CCc3c([nH]c4cc(-c5ccco5)ccc34)[C@]12C	-32%	nt	nt	-4%	16%	-2%	-14%	-5%	nt
CCOC(=O)c1ccc(N2C(=O)c3[nH]nc(-c4ccc(C)cc4)c3C2c2ccc(O)cc2)cc1 (stereo unspecified)	-19%	-7%	nt	10%	33%[activator]	4%	7%	26%	-27%[59 µM]
CCOC(=O)C1CCCN(c2c(NCC3CCCN3CC)c(=O)c2=O)C1 (stereo unspecified)	-12%	0%	-2%	25%	-6%	-4%	-2%	51%[activator]	?
Cc1ccc2c(c1)C(=O)OC(C(=O)Nc1ccc(C(=O)O)cc1)C2 (stereo unspecified)	-1%	-3%	-6%	-12%	?	3%	89µM*	24%	-37%[59 µM]
CC(C)C(=O)OCC(=O)Nc1ccc2c(c1)CCC2	11%	-1%	-5%	9%	9%	4%	15%	33%[activator]	-28%[59 µM]
Cc1nn(-c2ccc(Cl)cc2)c(NC(=O)C(C)C)c(-c2ccccc2)c1=O	-1%	1%	7%	-2%	-2%	9%	60%[activator]	58%[activator]	30%
CCn1c(CC(=O)Nc2ccc(C)cc2)nnc1SCC(=O)NCc1ccccc1	-8%	-1%	-2%	-2%	-1%	i	12%	33%	20%[12.7 µM]
Fc1ccc(Nc2nc(SCc3ccccc3Cl)nc3ccccc23)cc1	8%	-7%	-4%	-8%	7%	2%	79µM*	87%[activator]	24%[59 µM]
COc1ccc(/C(C)=N/NC(=O)CNC(=O)C2COc3ccccc3O2)c(OC)c1 (stereo unspecified)	2%	-1%	-18%	-12%	-1%	-4%	-1%	36%	-3%
Cc1cccc(Nc2nnc(SCC(=O)Nc3ccc(C(=O)O)cc3)s2)c1	-5%	-1%	-5%	-5%	-3%	5%	103%[activator]	15%	-27%
COc1ccc(N2CCN(C(=O)c3ccc(CSc4ccccc4)cc3)CC2)cc1	?	0%	45µM*	18%	-3%	i	2%	?	?
Cc1ccc(NC(=O)CCCSc2nc3ccccc3[nH]2)cc1	-11%	-6%	-4%	0%	-5%	-7%	63%[activator]	13%	7%[59 µM]
O=C(COC(=O)C1C2CC3OC(=O)C1C3C2)Nc1ccccc1 (stereo unspecified)	-4%	0%	7%	13%	-3%	0%	18%	7%	50µM*
O=C(c1cccc(Cl)c1)N1CCN(c2ccccn2)CC1	0%	-11%	4%	14%	0%	4%	2%	31%	-10%[12.7 µM]
COc1ccc(-c2nc3sc(CCNS(=O)(=O)c4c(C)cc(C)cc4C)c(C)n3n2)cc1	-13%	-7%	-18%	1%	5%	i	9%	26%	-6%[59 µM]
O=C(NNC(=O)c1ccc2c(=O)n3c(nc2c1)CCC3)c1cccc(Cl)c1	-10%	nt	-1%	22%	3%	1%	8%	12%	21%[59 µM]
Cc1oc(-c2ccc(Cl)cc2)nc1CS(=O)CC(=O)NCCCN1CC(C)CC(C)C1 (stereo unspecified)	-20%	3%	-14%	3%	-8%	-9%	44%[activator]	38%	4%
C#CCOCCOCCOCCNc1nc(N2CCN(C(=O)C([C@@H](C)CC)n3cc(C(N)COC(=O)C(F)(F)F)nn3)CC2)nc(N2CCN(C(=O)[C@H](CCC(=O)O)n3cc(C(N)CC(C)C)nn3)CC2)n1 (stereo partly specified)	63µM*	nt	nt	9%	-4%	-8%	0%	42%[activator]	nt
CCOC(=O)c1cnc2ccc(C)cc2c1OCc1cc(F)cc(F)c1	2%	3%	6%	2%	3%	8%	6%	19%	5%[12.7 µM]
O=C(c1ccc(F)cc1)c1ccc(N2CCCC2)cc1	48%[activator]	-11%	94%[activator]	5%	6%	-12%	-7%	79%[activator]	68%[activator][59 µM]
COC1OC2COC(c3ccccc3)OC2C(O)C1NC(C)=O (stereo unspecified)	-6%	nt	nt	-7%	-7%	-7%	33%[activator]	40%[activator]	nt
CCOC(=O)N1CCN(S(=O)(=O)N2CCCC(C(=O)NCc3ccccc3OC)C2)CC1 (stereo unspecified)	-2%&-7%	-3%&0%	-2%&6%	3%&6%	-2%&-7%	7%	52%&15%[activator]	29%&-9%	29%
Cc1ccc(CS(=O)(=O)c2ncc(Cl)c(C(=O)Nc3nc4ccc(C)cc4s3)n2)cc1	-25%	-4%	-18%	-2%	?	-3%	?	28%	5%[59 µM]
